All columns: NCI-60 one-dose screen, growth in % after 48 h at 10 µM unless noted; 100 = growth as untreated, 0 = no growth, -100 = all killed.
HS 578T: HS 578T breast cancer; 78,000 tested, 4.1% active
SK-MEL-2: SK-MEL-2 melanoma; 77,000 tested, 4.7% active
UACC-257: UACC-257 melanoma. 78,000 tested, 4.4% active
T-47D: T-47D breast cancer; 79,000 tested, 5% active; AID 1794792
LOX IMVI: LOX IMVI melanoma. 79,000 tested, 7.4% active. AID 1794757
UACC-62: UACC-62 melanoma; 81,000 tested, 5.4% active; AID 1794756
MALME-3M: MALME-3M melanoma; 78,000 tested, 5.8% active
BT-549: BT-549 breast cancer | 78,000 tested, 4.4% active | AID 1794793
* = called active by the depositor; . = no result given; & = joins results of further samples. How the source made its calls: active means growth percent below 10; inactive means the rest.

No.	compound	HS 578T	SK-MEL-2	UACC-257	T-47D
1	COc1ccc(-c2nc3ccc(C(=O)NN4C(=O)c5ccc([N+](=O)[O-])cc5C4=O)cc3[nH]2)cc1	104.4	100.7	94.2	97.0
2	Cc1c(/C=C2\SC(=S)N(Cc3ccco3)C2=O)c2ccccc2n1C	92.5	100.0	100.1	93.2
3	COc1cc(-c2nc3cc(Cl)c(Cl)cc3[nH]2)ccc1OCC(=O)N=Nc1c(O)[nH]c2ccc([N+](=O)[O-])cc12	68.2	101.5	106.0	66.6
4	CCC(=O)NCCCCCCN1CCCCC1	100.1	74.0	101.0	98.3
5	O=C(COc1ccc(NC(=O)Nc2ccc(Cl)cc2)cc1)N=Nc1c(O)[nH]c2ccccc12	101.1	106.3	112.7	102.0
6	Cc1cc(C)c(Cn2c(=O)[nH][nH]c2=O)cc1Cn1c(=O)[nH][nH]c1=O	103.5	100.3	96.8	91.4
7	Nc1nc(N)c2c(ncc3[nH]c4ccccc4c32)n1	98.6	101.1	113.9	90.3
8	NS(=O)(=O)c1ccc(N=Nc2c(O)n(Cc3ccccc3)c3ccc(Cl)cc23)cc1	44.8	98.6	92.1	79.4
9	CNC(=S)N1c2ccccc2NC(=O)CC1C (configuration not stated)	103.7	95.9	88.1	108.7
10	O=C1c2cc(F)ccc2Oc2cc([N+](=O)[O-])ccc2N1c1ccc(Br)cc1F	92.3	95.7	93.4	82.9
11	CNNC(=O)C(O)C(C)(C)CO (configuration not stated)	97.6	114.0	108.0	.
12	COCCn1cc(-c2csc(-c3cn(C(=O)OC(C)(C)C)c4ccc(Br)cc34)n2)c2cccnc21	98.4	86.7	94.0	48.5

No.	LOX IMVI	UACC-62	MALME-3M	BT-549
1	87.1	80.2	87.9	104.7
2	93.9	76.3	107.1	92.4
3	78.7	95.2	77.4	98.8
4	105.2	89.4	105.5	90.1
5	93.8	101.5	100.0	110.2
6	96.4	106.3	97.6	103.0
7	85.6	92.6	98.4	102.4
8	97.6	66.6	70.5	81.2
9	98.4	95.2	.	.
10	88.6	84.3	104.3	.
11	96.8	91.0	95.9	102.9
12	80.0	89.4	143.5	76.9

Further results:
No.	compound	HS 578T	SK-MEL-2	UACC-257	T-47D
13	CN1C(=O)/C(=C/C=C/c2ccco2)SC1=S	98.1	.	88.1	63.0
14	CSc1cccc(C(=O)O)c1	107.2	106.3	108.4	94.8
15	Cn1c(SCC(=O)c2ccco2)nc2ccccc2c1=O	104.3	105.5	99.7	55.3
16	O=C(CSc1nc2sc3c(c2c(=O)n1Cc1ccccc1)CCCC3)N1CCOCC1	104.1	94.0	102.3	72.0
17	CCCCOCCOCCOc1ccc(C(=O)OC)cc1	149.0	111.8	98.4	108.3
18	Cc1cnc(SCc2ccc(Cl)cc2)[nH]c1=O	99.7	97.9	97.5	89.3
19	Cn1ccc(=O)nc1	132.1	12.7	88.3	99.1
20	N#Cc1c(-c2ccc(Cl)cc2)nc2n[nH]c(-c3ccc(Cl)cc3)c2c1-c1cccs1	.	58.6	58.1	6.5*
21	C/C(=N\O)[C@@H]1CC[C@]2(C(=O)O)CC[C@]3(C)[C@H](CC[C@@H]4[C@@]5(C)CC[C@H](O)C(C)(C)[C@@H]5CC[C@]43C)[C@@H]12	103.2	88.8	103.0	93.4
22	CN(C)c1ccc(C(c2ccc(N(C)C)cc2)c2ccc([N+](=O)[O-])cc2)cc1	118.0	90.5	102.4	79.4
23	Nc1nc(=S)cc(Cl)[nH]1	103.9	102.2	108.7	98.5
24	COc1cc(O)c(C(C)=O)c2c1C=CC(C)(C)O2	120.7	102.1	102.0	93.7

No.	LOX IMVI	UACC-62	MALME-3M	BT-549
13	75.5	77.2	36.0	55.1
14	.	113.8	123.6	.
15	95.2	87.0	98.3	96.5
16	94.8	75.0	101.8	74.6
17	108.9	98.0	106.4	.
18	103.2	87.6	97.0	107.4
19	76.8	74.8	110.5	109.9
20	.	60.9	55.6	55.4
21	106.5	88.4	96.7	93.0
22	88.3	96.2	101.1	111.1
23	94.6	101.4	93.9	82.1
24	95.1	89.2	122.0	110.3

Other structures:
No.	compound	HS 578T	SK-MEL-2	UACC-257	T-47D
25	COc1ccc(-c2nc(/C=C3\C(=O)N(C)c4ccccc43)c3ccccn23)cc1	41.3	83.7	86.0	76.0
26	O=C(C1=Cc2cc3ccccc3n2Cc2cnnn21)c1ccc(Cl)cc1	99.3	106.6	106.1	91.8
27	C/C(=N/NC(N)=O)c1ccc([N+](=O)[O-])o1	104.2	105.3	114.6	106.1
28	CSc1nc(Cl)cc(Cl)n1	116.7	122.9	103.8	102.3
29	COc1cc(NCC(O)CO)c2ncccc2c1 (configuration not stated)	48.8	110.7	130.1	98.3
30	COc1ccc(OC)c(C(=O)Nc2cccc(-c3cc(=O)c4ccccc4o3)c2)c1	68.3	98.2	100.3	85.6
31	C#Cc1nc(/C=C\CCCCCCC(=O)NO)cs1	64.9	92.1	38.2	42.3
32	Nc1c(C(=O)N/N=C\c2ccc(OC(F)F)c(OCc3ccccc3)c2)cnn1CC(O)c1ccccc1 (configuration not stated)	22.3	59.4	80.9	.
33	O=[N+]([O-])c1cc(S(=O)(=O)O)cc2cc(S(=O)(=O)O)cc(S(=O)(=O)O)c12	103.4	96.8	84.1	86.1
34	COc1cc2c3c(n(CCCNC(C)C)c(=O)c2cc1OC)-c1nc2c(cc1C3=O)OCO2	88.8	128.4	-30.4*	43.9
35	Nc1nn2c(-c3cc4ccccc4oc3=O)ccnc2c1N=Nc1ccc(S(N)(=O)=O)cc1	96.0	92.0	116.4	78.5
36	CCC(=O)c1ccccc1C#N	110.3	109.3	101.4	88.5

No.	LOX IMVI	UACC-62	MALME-3M	BT-549
25	65.2	68.5	72.5	103.7
26	97.0	79.6	106.0	91.0
27	100.8	101.9	122.9	102.2
28	103.5	106.1	129.8	102.4
29	92.9	104.7	118.5	104.1
30	97.4	87.1	83.3	88.2
31	-82.0*	31.2	-19.8*	87.5
32	21.1	24.0	57.6	33.9
33	91.7	100.4	102.4	.
34	-97.3*	22.0	-92.3*	49.1
35	95.5	109.7	85.0	99.1
36	96.0	97.5	95.1	108.6

The results go on:
No.	compound	HS 578T	SK-MEL-2	UACC-257	T-47D
37	Cc1ncc(C(=O)Nc2ccc(CN3CCN(C)CC3)c(C(F)(F)F)c2)cc1C#Cc1c(N)ncc2ccc(F)cc12	-1.5*	0.1*	-18.6*	.
38	CN1C(=O)CNC(=O)[C@H](CO)NC(=O)[C@H](Cc2ccccc2)NC(=O)[C@H](CCCN=C(N)N)NC(=O)[C@@H]1Cc1ccc(O)cc1	103.7	101.4	103.5	101.2
39	CS(=O)(=O)OCCC(=O)N1CCN(C(=O)CCOS(C)(=O)=O)CC1	98.9	102.7	91.9	104.8
40	Nc1nc(N)nc(Oc2ccccc2)n1	107.9	109.7	116.0	112.2
41	COC(=O)c1ccc(-c2nc(CSc3nc4ccccc4o3)no2)cc1	111.3	96.5	99.5	87.6
42	Clc1ccc(CN2COc3c(ccc4cccnc34)C2)cc1Cl	55.4	11.8	-35.1*	5.7*
43	CCN(Cc1ccc(Cl)c(Cl)c1)c1ccc2nc(N)nc(N)c2c1C	-42.5*	-78.0*	-77.7*	-78.0*
44	Cc1ccnc(Nc2nc3c(s2)C2=CC[C@H]4[C@@H]5C[C@@H]6O[C@]7(CC[C@@H](C)CO7)C(C)[C@@H]6[C@@]5(C)CC[C@@H]4[C@@]2(C)CC3)c1 (some centres not stated)	95.7	55.2	93.2	77.8
45	C/C(=N/N)c1nnn(-c2ccc(F)cc2)c1C	109.1	108.5	95.4	109.9
46	O=Cc1c(OCc2cnnn2CC(=O)Nc2ccccc2)ccc2ccccc12	93.1	109.2	74.2	93.3
47	Cc1ccccc1NS(=O)(=O)c1ccccc1	120.6	97.8	114.7	112.9
48	NC(=O)SCC(=O)Nc1cccc2ccccc12	123.0	124.4	108.7	125.6

No.	LOX IMVI	UACC-62	MALME-3M	BT-549
37	-74.2*	-28.7*	-79.6*	23.6
38	92.1	99.3	101.1	100.7
39	96.3	110.2	100.5	113.6
40	101.7	100.8	112.3	108.9
41	97.5	98.8	100.6	104.1
42	2.3*	-38.0*	-11.3*	9.0*
43	-87.5*	-86.1*	-84.0*	46.4
44	98.5	58.6	105.4	103.2
45	102.2	98.2	92.2	98.8
46	94.5	88.4	89.0	103.7
47	99.4	102.8	120.7	.
48	82.8	116.3	145.4	112.1

More entries
No.	compound	HS 578T	SK-MEL-2	UACC-257	T-47D
49	O=CNc1ccc2c(c1)Cc1cccc(NC=O)c1-2	97.1	106.0	93.4	96.8
50	COc1ccc(/C=C(/C(=O)N2CCN(c3ccc(C)cc3)CC2)c2cc(OC)c(OC)c(OC)c2)cc1N	32.6	23.7	73.8	97.2
51	c1ccc(Cn2cc3c(c2-c2ccccc2)CCc2cncnc2-3)cc1	99.9	103.4	107.8	64.6
52	Nc1nnc2cc(Cl)ccc2n1	86.4	-25.9*	127.3	93.1
53	CC(=O)CC(=O)Nc1ccc(OS(N)(=O)=O)cc1	92.5	112.5	110.1	106.5
54	C#CCC1(CC#C)C(=O)[C@@H]2C[C@@H](O)[C@@H](O)C[C@]2(C)[C@H]2CC[C@@]3(C)C(=C21)CC[C@@H]3[C@@](C)(O)[C@H](O)CCC(C)(C)O	102.2	108.4	92.4	92.3
55	CCCC[P+](CCCC)(CCCC)Cc1ccccc1	110.4	95.4&80.0	89.2&101.7	79.7&68.8
56	COc1ccc2c(C)cc(=O)oc2c1OCC(O)CN1CCOCC1 (configuration not stated)	107.3	.	.	101.8
57	Cc1cc(N2CCOCC2)nc(N2CCN(CC(=O)Nc3ccc4c(ccn4C)c3)CC2)n1	87.0	116.3	118.5	91.0
58	[O-][n+]1onc(-c2csc(-n3nc(C(F)(F)F)cc3C(F)(F)F)n2)c1-c1ccccc1	82.8	88.6	86.9	56.8
59	COc1cc2nc(Sc3cnc(N)s3)n(Cc3ccccc3)c(=O)c2cc1OC	93.1	116.3	120.9	98.9
60	c1ccc(-c2nc(N3CCOCC3)c3c4c(sc3n2)CCCCCC4)nc1	53.4	.	.	17.8

No.	LOX IMVI	UACC-62	MALME-3M	BT-549
49	90.5	72.1	106.4	94.1
50	22.2	40.0	.	16.6
51	92.8	74.4	.	.
52	87.9	93.1	126.1	114.2
53	94.0	107.5	94.8	107.2
54	101.3	91.1	106.5	105.5
55	80.2&77.1	82.1&85.9	75.6&88.1	92.9&88.3
56	97.7	108.8	100.4	96.6
57	97.8	96.3	103.1	81.6
58	77.2	66.4	92.3	101.9
59	89.2	90.0	108.9	109.9
60	69.6	51.7	58.4	58.3

3 structures out of the list, sorted by SMILES length, lowest first:
No.	compound	HS 578T	SK-MEL-2	UACC-257	T-47D
56	COc1ccc2c(C)cc(=O)oc2c1OCC(O)CN1CCOCC1 (configuration not stated)	107.3	.	.	101.8
60	c1ccc(-c2nc(N3CCOCC3)c3c4c(sc3n2)CCCCCC4)nc1	53.4	.	.	17.8
50	COc1ccc(/C=C(/C(=O)N2CCN(c3ccc(C)cc3)CC2)c2cc(OC)c(OC)c(OC)c2)cc1N	32.6	23.7	73.8	97.2

No.	LOX IMVI	UACC-62	MALME-3M	BT-549
56	97.7	108.8	100.4	96.6
60	69.6	51.7	58.4	58.3
50	22.2	40.0	.	16.6

Carrying on.
No.	compound	HS 578T	SK-MEL-2	UACC-257	T-47D
61	Fc1cccc(Cl)c1Cn1c(-c2cncs2)nc2ccccc21	103.1	97.6	83.1	66.8
62	O=C(Nc1cccc(Cl)c1)Oc1ccc2c(c1)CCC2	106.6	121.6	108.1	95.0
63	COc1ccc(COC(=O)CC(C)C)cc1	103.7	100.7	87.7	96.7
64	C/C=C/C1OC23CCCCC2C(C#N)(C(=N)O3)C1(C#N)C#N (configuration not stated)	96.9	106.7	93.3	84.9

No.	LOX IMVI	UACC-62	MALME-3M	BT-549
61	79.9	63.3	91.5	87.9
62	101.5	.	111.2	111.9
63	97.1	99.3	100.4	100.0
64	81.9	87.0	99.0	.

Screening data from PubChem.
